Assay outcomes (PubChem BioAssay)
JMJD2E inh = JMJD2E (human) inhibition | actives 1.6% (n = 230,000) | B2RXH2 | Potency, µM (titrated, usually from 57.1 µM), inactives show top-dose activity change, negative = inhibition, hits mostly inhibitors | JMJD2E catalytic domain, FDH-coupled NADH fluorescence (FDH is formaldehyde dehydrogenase); active = well fitted inhibition curve with a large enough effect, not every such curve was filed as active; inconclusive = small, poorly fitted or top-dose-only effect, or another doubt; inactive = no such curve, though single readings can be large or run the other way;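 note: 0% = wells with enzyme and -100% = buffer wells without enzyme; nearly all actives have a fitted effect of over 50% in size; many of its hits are not listed in these tables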
RECQ1 helicase = inhibitors of human RECQ1 DNA helicase; Potency, µM (highest dose often 57.3 µM), for inactives: at the top dose activity, negative = inhibition, actives largely listed as inhibitors; P46063; actives 0.54% (n = 240,000); AID 2549; RECQ1 DNA unwinding, red fluorescence kinetic read;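 note: plate controls were vehicle for no effect and no enzyme for full effect; nearly all actives have a fitted effect of over 30% in size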
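50 nM RECQ1T1 preincubated 15 min with compound in Tris pH 8.0 buffer with MgCl2, DTT, Tween-20 and 2.5 ug/ml poly(dI-dC); started with 200 nM TAMRA/BHQ-2 forked duplex and 2 mM ATP. Unwinding read as fluorescence (525/598 nm), two reads 2 h apart.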
TexasRed fluor = Texas Red fluorescence interference in TRb-SRC2 counter-screen; TRb/SRC2 Texas Red total fluorescence interference; Potency, µM (doses to about 106 µM), for the others: at the highest dose fluorescence change, negative = quenching; actives 0.29% (n = 280,000); AID 1479; active = well fitted curve in either direction with a large enough effect; inconclusive = small, poorly fitted or top-dose-only effect
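Human TRb ligand-binding domain at 0.6 uM with 20 nM Texas Red SRC2 peptide in Tris buffer containing 1 uM T3 and 5% DMSO, incubated with compound 5 h at ambient temperature. Total fluorescence (555/632 nm) calculated as parallel + 2 × perpendicular.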
TRb-SRC2 inh = TRbeta-SRC2 interaction inhibition. P10828. TRbeta-SRC2 peptide binding, fluorescence polarization; receptor liganded with 1 µM T3. Potency, µM (top dose mostly 106 µM), without a hit: at the highest dose activity change, negative = inhibition, usual class: inhibitors. actives 0.065% (n = 280,000). AID 1469;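 note: plate controls were bound peptide for no effect and peptide without receptor for full effect; nearly all actives have a fitted effect of over 50% in size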
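Polarization signal, normalized between peptide-alone and full complex controls, measured compound effects on T3-liganded human TRb LBD (0.6 uM) binding 20 nM Texas Red SRC2 peptide after 5 hr.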
RGS12 GoLoco inh = inhibitors of human Gai1-RGS12 GoLoco interaction (red fluorophore) | actives 0.44% (n = 230,000) | P63096 | Gai1:RGS12 GoLoco peptide FP, rhodamine, 10 min | Potency, µM (doses to about 61.6 µM), without a hit: at the highest dose activity, negative = inhibition, most hits filed as inhibitors; active = well fitted inhibition curve with a large enough effect, not every such curve was filed as active; inactive = no such curve, though single readings can be large or run the other way; note: nearly all actives have a fitted effect of over 30% in size; many of its hits are not listed in these tables
Tau FP inhib = blocks human tau fibril formation measured by polarization. AID 1468. P10636. actives 0.39% (n = 280,000). Potency, µM (top dose mostly 57.7 µM), for inactives: at the highest dose activity, negative = inhibition, most hits filed as inhibitors. K18 P301L tau heparin fibrillization, Alexa594 FP, 6 h; note: nearly all actives have a fitted effect of over 55% in size
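Compound effects on tau fibrillization are measured by Alexa 594 fluorescence polarization (ex 555, em 632 nm). K18 P301L tau is used at 15 uM with 0.24 uM labeled tracer, and 20 uM heparin induces aggregation over 6 hr at 37 C.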
Tau fibril ThT = tau fibrillization inhibition (ThT binding); P10636; actives 2.1% (n = 270,000); recombinant tau K18 P301L, heparin-induced fibrillization, ThT fluorescence; AID 1460; Potency, µM (doses to about 57.4 µM), inactives show at the highest dose activity, negative = inhibition, usual class: inhibitors; note: nearly all actives have a fitted effect of over 55% in size
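ThT emission at 510 nm, taken 1 hr after adding 30 uM dye, quantifies aggregates formed when 20 uM heparin acts on human tau K18 P301L for 6 hr at 37 C.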
L3MBTL1 inh = inhibitors of human L3MBTL1; Q9Y468; AID 485360; AlphaScreen L3MBTL1–H3K9me1 peptide binding; actives 0.66% (n = 230,000); Potency, µM (titrated, usually from 57.1 µM), for inactives: at the top dose activity, negative = inhibition, hits mostly inhibitors; note: nearly all actives have a fitted effect of over 60% in size
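AlphaScreen proximity signal between nickel-chelate acceptor and streptavidin donor beads (final 10 ug/mL) reports binding of 50 nM L3MBTL1 to 75 nM biotin-H3 K9me1 peptide; complex incubated with compounds 30 min at room temperature; cefsulodin titration as control.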
Starred values were filed as active, the others as inactive; i = inactive; ? = inconclusive; . = no result given; & = joins results of further samples; ! = repeats disagree; [ ] = remark or other dose. Unless noted, calls come from the whole dose curve; as a rule, active = well fitted curve in the direction sought with a large enough effect; inconclusive = small, poorly fitted or top-dose-only effect, or another doubt; inactive = no such curve, though single readings can be large; an effect the other way counts as inactive or inconclusive. Unless noted, % is set by controls: 0 for no effect and ±100 for the full control effect; potency is the fitted concentration of half-maximal effect. Some of the compounds tested. The share of hits here may be higher or lower than overall.

molecule | JMJD2E inh | RECQ1 helicase | TexasRed fluor | TRb-SRC2 inh | RGS12 GoLoco inh | Tau FP inhib | Tau fibril ThT | L3MBTL1 inh
CCCC1c2ccc(C)n2CCN1C(=O)Nc1ccccc1Cl (centres undefined) | ? | -14% | 14% | -5% | 5% | 3% | ? | -5%
CN(C)c1ccc(/C=c2/sc3n(c2=O)NC2(c4ccccc4)N(C)C(=O)N(C)C2(c2ccccc2)N=3)cc1 (centres undefined) | 2% | 5% | 0% | 1% | 3% | 11% | -4% | 3%
Fc1ccc(-c2csc(-c3nc(-c4ccc(Br)s4)cs3)n2)cc1 | . | . | 0% | -3% | . | -2% | 3% | .
O=C(OCC1CCCO1)c1ccc2c(c1)N(Cc1ccc(F)cc1)C(=O)c1ccccc1S2(=O)=O (centres undefined) | . | . | -1% | 4% | . | -3% | 1% | .
O=C(COC(=O)c1cccs1)NCC1CCCO1 (centres undefined) | 1% | 0% | 1% | 5% | 5% | 3% | 0% | -5%
COc1ccc(Nc2ncnc3c2nc2n3CCCCC2)cc1 | . | . | 5% | 9% | . | 4% | -15% | .
CCN(CC)S(=O)(=O)c1ccc(-c2nnc(SCC(=O)N3c4ccccc4CC3C)o2)cc1 (centres undefined) | 10% | -4% | -7% | -1% | -16% | -6% | 0% | 45%[activator]
O=c1c2c(n3cnnc3n1C1CCCCC1)-c1ccccc1CC21CCCCC1 | 3% | -2% | -4% | -1% | -1% | 10% | -2% | -1%
COc1ccc(OC(=O)c2cc3ccccc3o2)cc1 | 2% | i | -3% | -1% | -8% | ? | ? | .
Cc1cn(COC/C=C/c2ccccc2)c(=O)[nH]c1=O | 0% | -7% | 1% | 6% | 1% | -1% | -7% | 2%

Part of the list above in another layout:
Fc1ccc(-c2csc(-c3nc(-c4ccc(Br)s4)cs3)n2)cc1
  JMJD2E inh = .; RECQ1 helicase = .; TexasRed fluor = 0%; TRb-SRC2 inh = -3%; RGS12 GoLoco inh = .; Tau FP inhib = -2%; Tau fibril ThT = 3%; L3MBTL1 inh = .

O=C(OCC1CCCO1)c1ccc2c(c1)N(Cc1ccc(F)cc1)C(=O)c1ccccc1S2(=O)=O (centres undefined)
  JMJD2E inh = .; RECQ1 helicase = .; TexasRed fluor = -1%; TRb-SRC2 inh = 4%; RGS12 GoLoco inh = .; Tau FP inhib = -3%; Tau fibril ThT = 1%; L3MBTL1 inh = .

O=C(COC(=O)c1cccs1)NCC1CCCO1 (centres undefined)
  JMJD2E inh = 1%; RECQ1 helicase = 0%; TexasRed fluor = 1%; TRb-SRC2 inh = 5%; RGS12 GoLoco inh = 5%; Tau FP inhib = 3%; Tau fibril ThT = 0%; L3MBTL1 inh = -5%

COc1ccc(Nc2ncnc3c2nc2n3CCCCC2)cc1
  JMJD2E inh = .; RECQ1 helicase = .; TexasRed fluor = 5%; TRb-SRC2 inh = 9%; RGS12 GoLoco inh = .; Tau FP inhib = 4%; Tau fibril ThT = -15%; L3MBTL1 inh = .

The list goes on.
molecule | JMJD2E inh | RECQ1 helicase | TexasRed fluor | TRb-SRC2 inh | RGS12 GoLoco inh | Tau FP inhib | Tau fibril ThT | L3MBTL1 inh
COc1ccc(C)cc1Nc1nnc(C)c(=O)[nH]1 | -8% | -5% | -1% | -4% | -4% | -3% | -4% | 0%[11.4 µM]
COc1ccc(CN2CCN(CCC(C)C)C(CCO)C2)cc1Cn1cccn1 (centres undefined) | 0% | i | 0% | 4% | 2% | 2% | -6% | 5%
COc1ccc(C(CC(=O)c2ccccc2)S(=O)(=O)c2ccc(C)cc2)cc1 (centres undefined) | -3% | 0% | -3% | -4% | 1% | 4% | ? | 0%
C=CCc1ccccc1OCCSc1nc(-c2ccc(C(C)(C)C)cc2)nc2cc(=O)[nH]n12 | . | . | 1% | 1% | . | -5% | -8% | .
Cc1ccc(NC(=O)c2cc(Cl)ccc2[N+](=O)[O-])cc1C | 2% | -2% | -2% | 3% | 0% | -7% | -4% | -7%
O=C(Nc1nc2ccccc2[nH]1)C1CCN(S(=O)(=O)c2cccs2)CC1 | 0% | -1% | -5% | -6% | 5% | -1% | 1% | .
COC(=O)[C@H](CCSC)NC(=O)NCc1ccccc1F | 1% | i | -4% | 2% | 6% | -4% | -1% | 2%
Nn1c(SCc2cccc(F)c2)nnc1-c1ccncc1 | -5% | -10% | -3% | -5% | 8% | 3% | -17% | 43%[activator]
CCC1=C2CC[C@H]3C(=O)N(CC)C(=O)[C@H]3[C@H]2[C@@]2(Cc3ccccc3)C(=NCC3CC3)OC(=O)N2C1=O | 1% | i | 0% | -5% | -2% | 1% | -13% | .
CN(C)c1ccc(C(=O)NCc2ccc3c(c2)CCO3)cc1 | -4% | -2% | 1% | -7% | 14% | -2% | -7% | -9%
O=C(NC1CCCCC1)c1ccc2c(c1)N(Cc1ccccc1F)C(=O)c1ccccc1S2 | . | . | -1% | -3% | . | -9% | -6% | .
COc1ccc(N(CC(=O)NC(C)c2ccccc2)S(=O)(=O)c2c(C)nn(C)c2C)cc1 (centres undefined) | . | . | 0% | -5% | . | -5% | -2% | .
CCN(C(=O)c1cc2cc(Br)cc(OC)c2oc1=O)c1ccccc1 | . | . | 1% | -1% | . | -8% | ? | .
COc1cc(O)c(C(=O)/C=C/c2ccccc2)c(O)c1 | . | 14%[11.5 µM] | -2%[11.2 µM] | 4%[11.2 µM] | . | -3%[11.6 µM] | -21%[11.5 µM] | .
CCc1cccc2c3c([nH]c12)[C@@](CC)(CC(=O)O)OCC3 | 1%[25.5 µM] | 0%[25.9 µM] | -1% | -1% | 4%[21.6 µM] | . | . | .
COC(=O)CSc1nnc(-c2cccnc2)n1C | -1% | i | -1% | 3% | -4% | 0% | 1% | 1%
COCCc1nnc(NC(=O)Cc2ccccc2)s1 | 10% | 12% | 0% | 2% | -1% | 3% | 9% | 2%
CCSc1nnc(Cn2c(=O)sc3ccccc32)n1-c1ccc(OC)cc1 | 2% | -3% | -5% | 4% | -13% | -4% | -5% | 30%[activator]
Cc1oc(-c2ccc3c(c2)OCCO3)cc1C(=O)NCC(=O)O | ? | -7% | -4% | -4% | 17% | -12%[2.34 µM] | -14% | 26%
O=C(CSc1c2c(nc3ccccc13)CCCC2)NCc1ccco1 | ? | 14µM* | 5% | -15% | -10% | 11% | ? | .

The listing continues:
Results follow in this order: JMJD2E inh | RECQ1 helicase | TexasRed fluor | TRb-SRC2 inh | RGS12 GoLoco inh | Tau FP inhib | Tau fibril ThT | L3MBTL1 inh
O=C(O)CS(=O)CC(=O)NCc1cccc(C(F)(F)F)c1 (centres undefined)
    -11% | 13% | -2% | -7% | -27% | -2% | 12% | 46%[activator]
O=C(CSc1nnc(-c2cccnc2)n1Cc1ccccc1)NCc1ccccc1
    12% | -7% | 3% | 4% | 9% | -10% | -6% | 10%
CNC(=O)COC(=O)c1ccccc1Oc1ccccc1
    2% | i | 3% | -1% | 5% | -1% | 0% | 3%
NC(=O)CC(NC(=O)Cc1ccc(Cl)cc1)c1ccc(NCc2ccccc2)c([N+](=O)[O-])c1 (centres undefined)
    3% | 3% | 0% | 4% | 1% | -2% | -1% | .
OB(O)c1csc2ccccc12
    9% | -3% | -6% | -3% | -5% | ? | 2% | .
CCC(C)NC(=O)CC(NS(=O)(=O)c1ccc(Cl)cc1)c1ccco1 (centres undefined)
    -4% | -2% | 0% | -14% | 1% | -3% | 0% | -13%
Nc1ccc(S(=O)(=O)N2CCCC2)cc1Cl
    2% | -3% | -2% | -1% | 0% | 2% | 7% | 0%
COc1cc2c(cc1NC(=O)CCCN1C(=O)CCC1=O)oc1ccccc12
    0% | -5% | -1% | -7% | -2% | 0% | -8% | -2%
CC(=O)NC1(C(F)(F)F)NC(=O)N(c2ccc(F)cc2)C1=O (centres undefined)
    6% | 19% | 0% | -5% | 9% | 2% | 3% | 1%
O=C1N/C(=C/c2cccn2-c2ccc(F)cc2)C(=O)N1Cc1ccccc1F
    -6% | -4% | -5% | 6% | 10% | 9% | 1% | 0%
CCC1C(=O)c2ccccc2N(C)C1=O (centres undefined)
    ? | -1% | -1% | 2% | -6% | 10% | 4% | 4%
O=C(N/N=C/c1cccc(O)c1)c1ccc(NC(=O)c2cccc([N+](=O)[O-])c2)cc1
    9% | i | -4% | 2% | 6% | 5% | ? | .
COc1ccccc1Cn1c(C)nnc1-c1cnn(C)c1N
    2% | -6% | -3% | 3% | 0% | -2% | 0% | .
COc1cccc(C(=O)COc2ccccc2-c2ccccc2)c1
    8% | -9% | 1% | -3% | 3% | 1% | -1% | 66%[activator]
CC(NCC(=O)Nc1cc(S(=O)(=O)N2CCCCCC2)ccc1Cl)c1ccccc1 (centres undefined)
    ? | -25% | -1% | 1% | -9% | 4% | -7% | 25%
CC1(C)Cc2c(c(N3CCOCC3)nc3sc(C(N)=O)c(N)c23)CO1
    ? | -22% | -5% | -4% | -2% | 11% | -12% | -1%
Cc1ccc(Oc2cc(NC(=O)CCCn3nc([N+](=O)[O-])c(Cl)c3C)cc([N+](=O)[O-])c2)cc1
    -3% | 0% | 0% | -4% | 2% | 4% | -8% | -2%
CC1(C)S[C@@H]2[C@H](NC(=O)[C@H](C(=O)O)c3ccsc3)C(=O)N2[C@H]1C(=O)O
    13% | -1% | -1%&2% | 2%&4% | 25µM*! | -1% | -2% | -14%
O=c1c2[nH]c3ccc(F)cc3c2ncn1Cc1ccncc1
    ? | -6% | -2% | -8% | 4% | -6% | -3% | -4%
CNC(=O)C1CC(=O)N(CCc2ccc(OC)c(OC)c2)C(=Nc2ccc(F)cc2)S1 (centres undefined)
    ? | 0% | ? | 11% | 1% | 5% | -5% | 2%
CCc1ccccc1NC(=O)CN1C(=O)CCc2cc(S(=O)(=O)N3CCCCC3)ccc21
    . | . | -1% | -3% | . | 0% | -1% | .
CCOC(=O)C1CC(c2ccc(Cl)cc2)=NNC1=O (centres undefined)
    -2% | 2% | 2% | 3% | 8% | 1% | -6% | 12%
